# High-throughput results (PubChem BioAssay)
# TRPC4 potent: allosterically enhances the mouse TRPC4 cation channel; Q9QUQ5; HEK293 TRPC4beta/mu-opioid, DAMGO EC20, Fluo-4 Ca2+ flux; active compounds read high; B-score at 10 µM; actives 0.42% (n = 310,000); AID 2227;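 active means B-score of calcium response area above 5 SD of library B-scores, with initial fluorescence ratio within 5 SD of library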;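 further: B-score of integrated fluorescence ratio over time as area under calcium response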
# PolyA inhibitor: yeast polyadenylation inhibition. S. cerevisiae SKY197-pL101 polyadenylation reporter, beta-gal luminescence; efflux-impaired pdr1/pdr3 knockout yeast; score 100 = 6 SD above DMSO. calls only at 12 µM. actives 0.02% (n = 300,000);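 active means lowest replicate activity score at least 50, where 100 means six control SD above control mean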;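 further: yeast exposed to compound for 9 h at 30 °C; higher score means more reporter readthrough which indicates perturbed polyadenylation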
# KCNK9 block: inhibitors of human KCNK9 two-pore domain potassium channel; Q9NPC2; HEK293 KCNK9, FluxOR thallium flux fluorescence; active compounds read low; B-score at 10 µM; actives 1.2% (n = 310,000); AID 488922;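 active means ratio B-score over 3 SD below the library mean, with starting fluorescence within 5 SD of its mean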;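 further: negative B-score means less thallium flux so channel inhibition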
# TRPC4 agonist: opens the mouse TRPC4 cation channel. Q9QUQ5. HEK293 TRPC4beta/mu-opioid, Fluo4 calcium fluorescence; active compounds read high. B-score at 10 µM. actives 0.49% (n = 310,000). AID 2237;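 active means B-score above 5 SD of library B-scores, and initial fluorescence ratio not above library mean plus 5 SD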;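 further: positive B-score marks a calcium rise read as TRPC4 activation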
#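 system = HEK293 cells stably co-expressing mouse TRPC4beta and mu-opioid receptor | schedule = Fluo4 dye loading 45 min at room temperature, 110 s recording | measure = B-scored integrated calcium fluorescence ratio | signal = Fluo4 calcium-sensitive dye fluorescence, kinetic, 1 Hz baseline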
# KCNQ1 inh: inhibitors of human KCNQ1 potassium channel. B-score at 10 µM. actives 1.3% (n = 310,000). CHO-K1 KCNQ1, FluxOR thallium flux fluorescence; active compounds read high;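 active means compounds whose thallium flux B-score, printed positive for inhibition, exceeds three library SD while starting fluorescence stays within three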;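 further: channel opened by potassium depolarization with thallium stimulus after 20 min compound exposure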
# KCNQ1 act: human KCNQ1 channel potentiation or activation. CHO-K1 KCNQ1, thallium flux FluxOR fluorescence; active compounds read high. B-score at 10 µM. actives 0.35% (n = 310,000). AID 2648;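 active means fluorescence ratio B-score, a plate-corrected score, at least three library SD, with initial intensity B-score within 5 SD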
#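 Assay system: CHO-K1 cells stably expressing KCNQ1; Medium: assay buffer with matched DMSO; Also added: K+/Tl+ depolarizing stimulus; Dosing: single dose; Timing: dye 90 min, compound 20 min, room temperature; Measured by: kinetic FluxOR thallium fluorescence, 10-s 1-Hz baseline, 110-s post-stimulus read; Read-out: peak-minus-minimum fluorescence over initial fluorescence, negative-control normalized, B-scored.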
# hERG rescue: hERG (human) protection from proarrhythmic block. actives 0.51% (n = 310,000). AID 1511. Q12809. activation (rescue from dofetilide block), less the hit threshold, % at 10 µM. CHO-hERG, FluxOR thallium flux, dofetilide IC70 present;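 active means activation above the mean of controls blocked by dofetilide plus 5 SD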;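 further: thallium influx through hERG after potassium depolarization seen as dye fluorescence rise; in these data hits start at about 4.7%; inactives centre near -7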
# Platelet DG rel: platelet dense granule release activity; human platelet-rich plasma, SFLLRN dense granule ATP release, luminescence; inhibition, %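 (compounds screened at 7.5 µM in platelet-rich plasma)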; actives 0.22% (n = 300,000); AID 1663;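 active means mean replicate score, as percent of positive control, at or above 50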
# DYRK1A inh: blocks rat Dyrk1A kinase activity; actives 0.43% (n = 310,000); inhibition, % at 12.5 µM; ADP-Glo luminescence, NFATc1 peptide; in the data active means inhibition above about 50%;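 further: plate controls were vehicle with enzyme for no effect and no enzyme for full effect; many of its hits are not listed in these tables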
# KCNK3 inh: human KCNK3 channel inhibition, primary screen; AID 602410; O14649; B-score at 10 µM; actives 0.84% (n = 340,000); CHO-KCNK3 thallium flux, FluxOR fluorescence; active compounds read low;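 active means B-score under library mean minus 4 SD, starting fluorescence ratio at most library mean plus 5 SD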;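 further: more negative B-score means stronger inhibition of thallium flux through KCNK3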
# TRPC4 block: inhibitors of mouse TRPC4 channel | HEK293 TRPC4beta/mu-opioid, DAMGO-evoked Fluo4 calcium flux; active compounds read low | B-score at 10 µM | actives 0.39% (n = 300,000);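 active means B-score over 3 SD under the library average, no early fluorescence shift, positive overall ratio signal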
#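 Material: HEK293 cells with stable TRPC4beta plus mu-opioid receptor expression / Probe or stimulus: DAMGO in two steps, submaximal then maximal / Compound: single concentration per test compound / Technique: kinetic Fluo4 fluorescence imaging of calcium influx / Read-out: per-well B score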
# * = called active by the depositor; i = inactive; x = no result given.
nr | Compound | TRPC4 potent | PolyA inhibitor | KCNK9 block | TRPC4 agonist | KCNQ1 inh | KCNQ1 act | hERG rescue | Platelet DG rel | DYRK1A inh | KCNK3 inh | TRPC4 block
1 | CN(C)CCN(CC1CCCN(Cc2ccccc2F)C1)C(=O)Cc1ccccc1F (stereo not given) | i | i | i | i | i | i | -7 | 1 | x | i | i
2 | Cc1ccc(/C=C2/C(=O)NC(=O)N(CCc3ccc(F)cc3)C2=O)s1 | i | i | i | i | i | i | -4 | -4 | 0 | i | i
3 | Cc1ccsc1C(=O)C1CCCN(Cc2cc3ccccc3o2)C1 (stereo not given) | i | i | i | i | i | i | -12 | -9 | -1 | i | i
4 | CCN1CCN(c2ccc(NC(=O)C(C)C)cc2Cl)CC1 | i | i | i | i | i | i | -11 | 0 | 3 | i | i
5 | O=C(O)CCCc1ccc(N(CCCl)CCCl)cc1 | i | i | i | i | i | i | -4 | -1 | -6 | i | i
6 | CCC(C)/C=C(C)/C=C/C1=CC2=C(Cl)C(=O)C(C)(OC(C)=O)C(=O)C2=CO1 (stereo not given) | i | i | i | i | i | i | -19 | -2 | -5 | i | i
7 | CCOP(=S)(OCC)c1ccc(N(C)C)cc1 | i | i | i | i | i | 9* | 1 | -2 | -7 | i | i
8 | Cc1oc2ccc(OC(=O)N(C)C)cc2c1C(=O)OC(C)C | i | i | i | i | i | i | -6 | -2 | -1 | i | i
9 | CCN(CC)C(=O)Cn1cc(/C=C2\C(=O)NC(=O)N(c3ccccc3F)C2=O)c2ccccc21 | i | i | i | i | i | i | -12 | -5 | 1 | i | i
10 | COc1ccccc1C(=O)C1CCCN(Cc2cnc(C)s2)C1 (stereo not given) | i | i | i | i | i | i | -5 | -1 | 5 | i | i
11 | CNCC(O)c1cccc(OC(=O)c2ccccc2C)c1 (stereo not given) | i | x | i | i | i | i | -6 | x | 4 | i | i
12 | O=c1cc(C2CCNCC2)[nH][nH]1 | i | i | i | i | i | i | -9 | 1 | -4 | i | i
13 | CCC12CN3CCN(CC(C3)/C1=N/NC(N)=O)C2 | i | i | i | i | i | i | -3 | -1 | 1 | i | i
14 | CN1C2CCC1CC(OC(=O)c1cc(Cl)cc(Cl)c1)C2 (stereo not given) | 13* | i | i | i | i | i | -4 | -15 | -5 | i | i
15 | O=c1[nH]c(=S)n(C2CC2)c(O)c1/C=N/Nc1ccccc1 | i | i | i | i | i | i | -9 | 2 | -1 | i | i
16 | C[C@H]1CCC/C=C/C2C[C@H](O)CC2[C@H](O)/C=C/C(=O)O1 (stereo not given in full) | i | i | i | i | i | i | -7 | 8 | 11 | i | i
17 | CCOC(=O)C1CCN(Cc2ccc(Cl)nc2)CC1 | i | i | i | i | i | i | -5 | -2 | -3 | i | i
18 | CCCCCCn1c(=O)c(C(=O)Nc2nnc(C)s2)c(O)c2ccccc21 | i | i | i | i | i | i | -17 | -2 | x | x | i

# Down the list, quoted from above.
# Nos. 9 to 14 in KCNQ1 inh: i, i, i, i, i, i

# Gathered by group: the compounds so far containing sulfur (6)
nr | Compound | TRPC4 potent | PolyA inhibitor | KCNK9 block | TRPC4 agonist | KCNQ1 inh | KCNQ1 act | hERG rescue | Platelet DG rel | DYRK1A inh | KCNK3 inh | TRPC4 block
2 | Cc1ccc(/C=C2/C(=O)NC(=O)N(CCc3ccc(F)cc3)C2=O)s1 | i | i | i | i | i | i | -4 | -4 | 0 | i | i
3 | Cc1ccsc1C(=O)C1CCCN(Cc2cc3ccccc3o2)C1 (stereo not given) | i | i | i | i | i | i | -12 | -9 | -1 | i | i
7 | CCOP(=S)(OCC)c1ccc(N(C)C)cc1 | i | i | i | i | i | 9* | 1 | -2 | -7 | i | i
10 | COc1ccccc1C(=O)C1CCCN(Cc2cnc(C)s2)C1 (stereo not given) | i | i | i | i | i | i | -5 | -1 | 5 | i | i
15 | O=c1[nH]c(=S)n(C2CC2)c(O)c1/C=N/Nc1ccccc1 | i | i | i | i | i | i | -9 | 2 | -1 | i | i
18 | CCCCCCn1c(=O)c(C(=O)Nc2nnc(C)s2)c(O)c2ccccc21 | i | i | i | i | i | i | -17 | -2 | x | x | i

# Some of the compounds tested, so the mix of outcomes need not match the whole.
